Screens from PubChem BioAssay.
IMPase inh: membrane-permeable compound that blocks inositol monophosphatase; 120,000 tested, under 10 active; inhibition (IP1 accumulation), % at 46.1 µM; CHO-M1 cells, IP1 accumulation, HTRF TR-FRET ratio; AID 901; active = well fitted curve in the direction sought with a large enough effect in the signal ratio, not every such curve was filed as active; inconclusive = small, poorly fitted or top-dose-only effect, or a change in a side signal; inactive = no such curve, though single readings can be large or run the other way; the % refers to the signal ratio;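 note: cells stimulated with carbachol in lithium chloride buffer; plate controls were DMSO basal wells for no effect and reference inhibitor wells for full effect; higher means more IMPase inhibition seen as more IP1 and lower FRET ratio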
Target sequence (P97697 whole entry, looked up): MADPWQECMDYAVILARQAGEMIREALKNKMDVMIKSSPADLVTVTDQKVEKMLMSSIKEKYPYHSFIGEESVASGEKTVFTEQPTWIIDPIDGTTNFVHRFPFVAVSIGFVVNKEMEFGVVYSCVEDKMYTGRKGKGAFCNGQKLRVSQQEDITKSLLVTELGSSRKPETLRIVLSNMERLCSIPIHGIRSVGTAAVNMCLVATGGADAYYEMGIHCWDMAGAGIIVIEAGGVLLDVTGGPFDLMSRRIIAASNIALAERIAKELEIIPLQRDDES
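Measured: the HTRF emission ratio (665/620 nm) plus the 620 nm donor channel, each fitted to the Hill equation to give AC50. Cells were CHO-M1 given compounds up to 46 uM and a 30 min carbachol stimulation at 37C.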
15-hLO-2 inh: inhibitors of human 15-lipoxygenase 2 (ALOX15B); O15296; purified 15hLO-2, xylenol orange hydroperoxide absorbance; Potency, µM (highest dose often 57.1 µM), for inactives: top-dose activity change, negative = inhibition, usual class: inhibitors; 110,000 tested, 0.56% active; AID 881; note: potency is the fitted concentration of half-maximal effect; nearly all actives have a fitted effect of over 60% in size; many of its hits are not listed in these tables
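Purified human 15hLO-2 (50 nM) preincubated 15 min with compound, then 45 uM arachidonic acid for 90 min at RT in 25 mM Hepes pH 7.5, 0.01% Triton X-100. Hydroperoxide detected by Fe-xylenol orange; 573/405 nm absorbance ratio.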
ALOX12 inhib: inhibitors of human 12-lipoxygenase (ALOX12); 150,000 tested, 0.12% active; purified 12-hLO, xylenol orange hydroperoxide absorbance; AID 1452; P18054; Potency, µM (series often up to 57.1 µM), for the others: at the highest dose activity change, negative = inhibition, usual class: inhibitors; note: potency is the fitted concentration of half-maximal effect; nearly all actives have a fitted effect of over 55% in size; many of its hits are not listed in these tables
Target sequence (P18054 whole entry, looked up): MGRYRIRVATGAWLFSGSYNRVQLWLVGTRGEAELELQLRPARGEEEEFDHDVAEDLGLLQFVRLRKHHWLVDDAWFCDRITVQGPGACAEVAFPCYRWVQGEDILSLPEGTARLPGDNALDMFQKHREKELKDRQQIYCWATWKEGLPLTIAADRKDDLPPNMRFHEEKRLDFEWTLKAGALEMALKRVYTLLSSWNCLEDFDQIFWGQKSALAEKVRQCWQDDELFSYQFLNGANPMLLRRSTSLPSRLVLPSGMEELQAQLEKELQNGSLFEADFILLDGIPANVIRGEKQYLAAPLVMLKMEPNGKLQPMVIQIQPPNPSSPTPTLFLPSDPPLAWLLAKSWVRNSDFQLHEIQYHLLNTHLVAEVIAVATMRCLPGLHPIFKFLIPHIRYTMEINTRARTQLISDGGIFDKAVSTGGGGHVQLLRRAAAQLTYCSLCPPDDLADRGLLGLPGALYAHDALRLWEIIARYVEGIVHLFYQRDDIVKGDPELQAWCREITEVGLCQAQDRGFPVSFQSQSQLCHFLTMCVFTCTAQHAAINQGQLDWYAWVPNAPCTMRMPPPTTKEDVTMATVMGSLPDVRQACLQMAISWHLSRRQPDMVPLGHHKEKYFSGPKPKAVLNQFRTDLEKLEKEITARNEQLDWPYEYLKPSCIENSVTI
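Xylenol orange chromogenic assay: hydroperoxide from 12hLO oxidises Fe(II), giving red-shifted Fe(III)-XO absorbance. Conditions: 150 nM enzyme, 40 uM arachidonic acid, 25 mM Hepes pH 7.0, 0.01% Triton X-100, 30 min, room temperature.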
PNC inhibitor: blocks assembly of the perinucleolar compartment | PC3M PTB-GFP, PNC prevalence imaging, 16 h; hits give low values | 140,000 tested, 3.1% active | activity change (PNC), negative = inhibition, % at 10 µM;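 active = readout at or below -70, meaning at least 70% loss of cells showing the perinucleolar compartment, a nuclear body marking cancer cells; inconclusive = readout between -30 and a set limit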;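 note: plate controls were DMSO wells for no effect and camptothecin positive control wells for full effect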
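PC3M cells stably expressing PTB-GFP, 750–1000 cells/well, treated 16 h at 37 °C with compound (23 nl of library stock), in duplicate. After paraformaldehyde fixation and Hoechst stain, imaged at 20x; PNC prevalence scored by image analysis.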
Active calls of the source: *; ? = inconclusive; / = no result given; [ ] = remark or other dose. Unless noted, calls come from the whole dose curve; as a rule, active = well fitted curve in the direction sought with a large enough effect; inconclusive = small, poorly fitted or top-dose-only effect, or another doubt; inactive = no such curve, though single readings can be large; an effect the other way counts as inactive or inconclusive. Unless noted, % is set by controls: 0 for no effect and ±100 for the full control effect.

ALOX12 inhib	PNC inhibitor	IMPase inh	15-hLO-2 inh	structure
-3%	?	-4	-8%	CCCC(=O)Nc1nn(C)c2nc3c(C)cccc3cc12
0%	7	/	/	CCC(C)/C(C)=N/NC(=O)C1COc2ccccc2O1 (stereo unspecified)
0%	-28	20	20%	FC(F)(F)c1cc(-c2ccccc2)nc(N2CCCCC2)n1
-3%	?	1	11%	COc1cc(C(=O)Nc2cccc3cccnc23)cc(OC)c1OC
-10%	-114*	/	/	COc1ccccc1NC1=C(Cl)C(=O)N(c2ccccc2)C1=O
-1%	-97*	9	6%	CCOc1ccc(C(C)(C)C)cc1S(=O)(=O)N1CCOCC1
-4%	72	3	50%[activator]	COCCn1c(-c2ccccc2)cnc1N
12%	6	9	-1%	O=C1COc2ccc(C(=O)COC(=O)CCc3ccc(S(=O)(=O)N4CCOCC4)cc3)cc2N1
3%	21	-3	17%	CCCOc1ccc(-c2nc(OCC)c3ccccc3n2)cc1
-2%	?	-1	/	O=C(Nc1cccc(Cl)c1)C1C2CCC3C(CCC21)C3(Cl)Cl (stereo unspecified)
1%	-24	/	/	Cc1ncn(C23CC4CC(CC(C4)C2)C3)n1
-1%	?	/	/	CCOc1ccc(CNC(=O)c2ccc(Sc3ccc(C)cc3)c(NC(C)=O)c2)cc1
-9%	-2	9	0%	O=C(CSc1nnnn1-c1ccccc1)Nc1ncc2c(n1)CC(c1ccco1)CC2=O (stereo unspecified)
-4%	-25	/	/	Cc1nn(-c2ccccc2)c(Cl)c1/C=C(\C#N)C(=O)NC(C)C
-5%	35	/	/	O=C(N/N=C/c1ccccc1OCc1ccccc1)c1cccnc1
-4%	-10	6	2%	COc1ccc(-n2c(COc3cccc4ccccc34)nnc2SCC(=O)NCc2ccco2)cc1
-2%	-26	0	-6%	Cc1nc(NCc2ccc3c(c2)OCO3)c2nnn(Cc3ccccc3)c2n1
3%	24	2	1%	Cc1ccccc1S(=O)(=O)Cc1ccc(C(=O)O)o1
-5%	-25	5	5%	C=CCN1C(=O)C(Cc2ccc(OC)cc2)S/C1=N\N=C\c1cccs1 (stereo unspecified)
1%	-5	11	1%	CCn1c(CNC(=O)c2ccco2)nnc1SCC(=O)Nc1cc(C(F)(F)F)ccc1Cl

Compounds from the list above with a CF3 group:
ALOX12 inhib	PNC inhibitor	IMPase inh	15-hLO-2 inh	structure
0%	-28	20	20%	FC(F)(F)c1cc(-c2ccccc2)nc(N2CCCCC2)n1
1%	-5	11	1%	CCn1c(CNC(=O)c2ccco2)nnc1SCC(=O)Nc1cc(C(F)(F)F)ccc1Cl

Other results:
ALOX12 inhib	PNC inhibitor	IMPase inh	15-hLO-2 inh	structure
-19%	?	6	17%	c1ccc(Oc2nc(NCc3ccco3)nc(NCc3ccco3)n2)cc1
0%	23	0	-5%	COc1ccc(N2C(=O)NC3CC2(C)Oc2ccc(Br)cc23)cc1OC (stereo unspecified)
9%	326	8	/	O=C(Nc1ccc2nc(-c3ccco3)[nH]c2c1)c1cccs1
3%	77	-4	0%	CC(C)(C)OC(=O)N[C@@H](Cc1ccccc1)C(=O)N1CCC(C(=O)O)CC1
2%	-23	-11	5%	CCOC(=O)c1cc(NC(=O)OC)c(C)nc1C
-8%	12	/	/	C/C(=N\NC(=O)c1cccc(Cl)c1)C1C(=O)c2ccccc2C1=O
-5%	-13	-1	-6%	O=C(Nc1ncccn1)C1CCCN1S(=O)(=O)c1ccc(Cl)c(Cl)c1 (stereo unspecified)
3%	/	/	1%	O=[N+]([O-])c1cc(C(F)(F)F)ccc1Cl
-2%	63	/	/	CCOc1cccc(/C=N/Nc2ccc(S(=O)(=O)N(CC)CC)cn2)c1O
3%	?	4	0%	Cn1c(=O)c2c(nc(NCCNC(=O)c3ccco3)n2Cc2ccccc2Cl)n(C)c1=O
-2%	-21	?	-4%	CC(=O)N1CCN=C1SCc1ccc(Cl)cc1
3%	?	-5	-1%	CN(C)CCOCCP(=O)(c1ccccc1)c1ccccc1
0%	-14	2	0%	NC(=O)CSc1ccc(Br)cc1
-4%	37	2	-8%	C/C(=N/OC(=O)c1ccc(C)cc1)c1cccs1
2%	60	1	-2%	CSc1nc(=O)n2cccc(C)c2n1
2%	?	-5	/	Cc1nn(-c2cc(C)c3ccccc3n2)c2c1C1C(C2)C1(C)C (stereo unspecified)
-2%	23	6	/	COc1ccc(OC)c(Nc2ccc(Nc3cc(OC)ccc3OC)nn2)c1
2%	6	2	0%	Cc1ccc(C(CC(=O)NCc2ccco2)c2ccccc2)c(O)c1 (stereo unspecified)
0%	-13	-8	-6%	CSc1ccccc1NC(=O)CN(c1cccc(C)c1)S(C)(=O)=O
0%	15	2	15%	Cc1cccc2cc(-c3nc4c(C)cccn4c3NCc3ccco3)c(=O)[nH]c12

In a second layout: results already given.
> C/C(=N/OC(=O)c1ccc(C)cc1)c1cccs1
  ALOX12 inhib = -4%
  PNC inhibitor = 37
  IMPase inh = 2
  15-hLO-2 inh = -8%

> CSc1ccccc1NC(=O)CN(c1cccc(C)c1)S(C)(=O)=O
  ALOX12 inhib = 0%
  PNC inhibitor = -13
  IMPase inh = -8
  15-hLO-2 inh = -6%

> CSc1nc(=O)n2cccc(C)c2n1
  ALOX12 inhib = 2%
  PNC inhibitor = 60
  IMPase inh = 1
  15-hLO-2 inh = -2%

> COc1ccc(OC)c(Nc2ccc(Nc3cc(OC)ccc3OC)nn2)c1
  ALOX12 inhib = -2%
  PNC inhibitor = 23
  IMPase inh = 6
  15-hLO-2 inh = /

More structures:
ALOX12 inhib	PNC inhibitor	IMPase inh	15-hLO-2 inh	structure
2%	6	9	-3%	Cn1c(SCC(=O)c2cccs2)nnc1-c1ccco1
-3%	29	-14	-2%	CCC(OC(=O)c1ccco1)C(=O)NCc1ccco1 (stereo unspecified)
-25%	?	5	1%	Cc1cc2c(c(=O)n1Cc1ccco1)C(c1cccnc1)C(C#N)=C(N)O2 (stereo unspecified)
3%	?	1	-4%	O=c1[nH]ncc(N/N=C/c2ccccc2)c1Cl
1%	?	8	-7%	CN(C)S(=O)(=O)N(CC(=O)Nc1cccc(F)c1)c1ccccc1
-6%	-22	-1	6%	COC(=O)Nc1cc(C)nc2ccccc12
-3%	24	/	/	COC(=O)c1cccc(NC(=O)c2onc3c2CCCC3)c1
-8%	36	2	-3%	Clc1ccc(-c2nnc(-c3ccc(Br)cc3)c(N3CCSCC3)n2)cc1
0%	36	/	/	COC(=O)c1ccc(NC(C(=O)OC)C(C)C)c([N+](=O)[O-])c1 (stereo unspecified)
3%	8	3	-9%	CC(C)(C)n1nnnc1C(c1cc2cc3c(cc2[nH]c1=O)OCCO3)N1CCSCC1 (stereo unspecified)
-3%	/	/	-4%	COc1ccc(-c2c(O)c3c(OC)c4c(cc3oc2=O)OC(C)(C)CC4)cc1
-4%	4	-3	-2%	O=c1/c(=C/c2ccc([N+](=O)[O-])cc2)sc2n1CCCN=2
6%	10	-2	5%	O=C(NCc1cccnc1)NC1(c2ccccc2)CC1
1%	19	/	/	COc1cc(C(=O)N/N=C(\C)Cn2nc([N+](=O)[O-])cc2C)ccc1O
0%	-14	-1	/	Cc1ccc(/C=N/NC(=O)CNC(=O)Cc2ccccc2)o1
3%	?	/	/	CCC/C(O)=C1\C(=O)CC(c2ccccc2)CC1=NC(C)C(=O)O (stereo unspecified)
-4%	/	/	-6%	COc1ccc(CNC(=O)[C@H](C)[C@H]2C[C@]2(C)[C@H](NC(=O)OCc2ccccc2)c2ccccc2)cc1OC
-1%	?	5	1%	O=c1cc(CSc2ccccn2)c2ccccc2[nH]1
-6%	-2	?	-5%	COc1ccccc1NC(=O)CCNC(=O)Cn1ccc2ccccc2c1=O
-2%	-28	-13	-7%	Cc1cc(N(CN2CCCC2=O)C(=O)c2ccccc2)no1
-1%	-15	-5	-3%	FC(F)(F)c1cnc(Oc2ccccc2-c2nnco2)c(Cl)c1
-1%	58	/	/	COC1(C)CC2C(CC1OC(=O)c1cc([N+](=O)[O-])cc([N+](=O)[O-])c1)C2(C)C (stereo unspecified)
-4%	23	4	-4%	COc1ccc(C(c2nnnn2Cc2ccc(F)cc2)N2CCN(c3ccc(OC)cc3)CC2)cc1 (stereo unspecified)
-7%	3	8	-2%	O=C(COC(=O)c1ccc(O)cc1)Nc1ccc(N2CCCCC2)cc1
-2%	54	/	/	COc1ccc(NC(=O)c2cccnc2Sc2ccccc2)c(OC)c1
4%	-4	/	/	O=C(CSc1nnc(NCc2ccccc2)s1)N1CCOCC1
-1%	-4	13	?	CC1CCCN(CCC(=O)c2ccc(Br)cc2)C1 (stereo unspecified)
-3%	-16	4	4%	CC(C)CN(C(=O)CSc1nnc2ccccn12)c1c(N)n(CC(C)C)c(=O)[nH]c1=O
-1%	-22	10	2%	COc1ccc(NC(=O)C2CCCN(S(=O)(=O)c3cccc4cccnc34)C2)c(OC)c1 (stereo unspecified)
3%	64	7	6%	CN1CCN(C(=O)CN(CCc2ccccc2)S(C)(=O)=O)CC1
-15%	-14	?	45%[activator]	O=C(Nc1ccc(Cl)c(Cl)c1)N(Cc1cccnc1)Cc1ccco1
1%	-9	-19	/	COc1ccc(Cn2c3ccc(OC)cc3c3nc4ccccc4nc32)cc1
-4%	13	?	4%	Cn1c(SCc2cccc(C(F)(F)F)c2)nnc1-c1ccco1
2%	13	-2	6%	COc1ccc2cc(CCNC(=O)C3CC3)c(=O)[nH]c2c1
4%	-111*	3	1%	CCCn1c(SCC(=O)Nc2nc3ccccc3s2)nc2c1c(=O)n(C)c(=O)n2C
1%[11.4 µM]	/	/	0%[11.4 µM]	CC(C)C1=C[C@@]23CC[C@@H]4[C@](C)(CCC[C@@]4(C)C(=O)O)[C@@H]2C[C@@H]1[C@@H](C(=O)O)[C@@H]3C(=O)O
1%	12	?	/	Cc1ccc(NC(=O)COC(=O)c2sccc2C)cc1S(=O)(=O)N1CCOCC1
-2%	?	6	3%	CC1(C)Oc2ccc(C(=O)NC3CCCC3)cc2N(CC(=O)N2CCOCC2)C1=O
1%	37	/	/	CC(=O)Oc1ccc(-c2cccc(C(=O)NCCCO)c2)cc1
-5%[11.4 µM]	/	/	-10%[11.4 µM]	Cc1cc(Cc2c(C)c(C)c(Cc3cc(C)cc(C(C)(C)C)c3O)c(C)c2C)c(O)c(C(C)(C)C)c1
5%	2	1	-6%	Cc1ccc(CSc2ncccc2C(=O)O)cc1
2%	?	6	-7%	O=C(CSCCc1ccccn1)Nc1cccnc1
-11%	?	0	/	COC(=O)CCc1sc(Nc2ccc(Br)cc2)nc1-c1ccc(OC)cc1
-1%	?	-2	-1%	O=C(OCC(=O)N1CCN(C(=O)c2ccco2)CC1)c1ccc(S(=O)(=O)N2CCCCC2)cc1
-1%	52	4	-4%	CCOc1cc(C)c(Cl)cc1S(=O)(=O)NCc1ccco1
-4%	?	/	/	COCc1cc(C)nc(OCC(=O)N/N=C/c2ccco2)c1C#N
-8%	18	6	2%	CCOC(=O)C1=C(SCC(=O)Nc2ccccc2)NC(=O)C(C#N)C12CCCCC2 (stereo unspecified)
-16%	19	-4	3%	O=C(Nc1ccccc1N1CCCC1)c1ccc2c(c1)OCO2
3%	40	7	0%	C/C(=N\OC(=O)c1ccc(OC(C)C)cc1)c1ccc(C)c(C)c1
-3%	15	-3	7%	O=S(=O)(c1cc(Cl)ccc1Cl)N1CCNCC1
